# Assay outcomes (PubChem)
# PI4K2A inh = blocks human PI4K2A kinase activity; AID 1346378; actives 0.13% (n = 420,000); Q9BTU6; purified PI4K2A, ADP-Glo luminescence, 1 h; hits give low values; activity change, negative = inhibition, % at 76.9 µM; in the data active means activity change below about -50%;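 further: -100% = wells without enzyme as full effect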
# Target sequence (Q9BTU6 whole entry, looked up): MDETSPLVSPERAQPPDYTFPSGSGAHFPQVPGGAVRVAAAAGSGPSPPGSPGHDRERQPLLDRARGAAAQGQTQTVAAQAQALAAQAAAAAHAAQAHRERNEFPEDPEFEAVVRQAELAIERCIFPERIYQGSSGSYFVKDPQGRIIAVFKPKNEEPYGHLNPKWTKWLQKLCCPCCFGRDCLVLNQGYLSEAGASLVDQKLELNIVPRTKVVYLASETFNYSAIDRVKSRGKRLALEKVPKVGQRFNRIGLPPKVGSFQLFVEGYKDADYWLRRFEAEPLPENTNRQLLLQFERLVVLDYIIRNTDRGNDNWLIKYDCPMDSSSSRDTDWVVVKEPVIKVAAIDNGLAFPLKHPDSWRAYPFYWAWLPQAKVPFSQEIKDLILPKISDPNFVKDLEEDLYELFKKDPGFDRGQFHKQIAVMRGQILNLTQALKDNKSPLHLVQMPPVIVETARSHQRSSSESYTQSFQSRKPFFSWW
#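 Compounds are screened against recombinant PI4K2A using PI as substrate and ATP, the latter dispensed at 300 microM. Reactions run one hour at ambient temperature before ADP-Glo detection; full inhibition defined by wells lacking enzyme.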
# * marks the source's active call; other numbers are inactive results. Only part of the results is shown (hit frequency here may not be typical).
structure	PI4K2A inh
COc1ccc(CN2CN3Cc4cc(F)ccc4C3CS2(=O)=O)cc1 (stereo not drawn)	-1
CCOC(=O)N1CCN(C(=O)C[C@@H]2C[C@@]3(C(=O)OC)CCCCC=C3N(Cc3ccc4c(c3)OCO4)C2=O)CC1	-3
COC(=O)[C@]12C[C@H](CC(=O)N3CCN(C(=O)C4CC4)CC3)C(=O)N(CCc3ccc(OC)c(OC)c3)C1=C[C@H](COCc1ccccc1)O[C@@H]2C	-1
CC(C)(N[C@@H](Cc1c[nH]c2ccccc12)C(=O)NCC(c1ccccc1)c1ccccc1)C(=O)NC1CCCCC1	0
COc1ccc(C(C(=O)Nc2c(C)cccc2C)n2c(=O)c(-c3ccccc3)nc3ccccc32)cc1 (stereo not drawn)	3
CCC(C)N(C(=O)CSc1nnc(-c2cc(OC)c(OC)c(OC)c2)o1)C(C)CC (stereo not drawn)	-3
CCC[C@H]1[C@@H](NC(=O)c2ccc(Cl)cc2)CC[C@@]23CCCN2C(=O)CCC[C@@H]13	0
COC(=O)[C@]12C[C@H](CC(=O)NCCCCc3ccccc3)C(=O)N(Cc3cccc4ccccc34)C1=C[C@H](C(C)(C)C)O[C@@H]2C	-7
COC(=O)[C@]12C[C@H](CC(=O)N3CCCC3)C(=O)N(Cc3ccco3)C1=C[C@H](C1CCCC1)O[C@@H]2C	7
COc1ccc(C(=O)CSc2nnc(-c3cnccn3)n2-c2ccc(C)cc2)cc1	-9
CCCCCCC/C=C(\C)[C@@H](O)[C@@H](C)C(=O)N1CCC[C@@H]1C(=O)O[C@H](C(=O)O[C@@H](C)C(=O)O)[C@@H](C)CC	-2
COC(=O)[C@@]12C[C@@H](CC(=O)NCCCN3CCCC3=O)C(=O)N(Cc3cccc4ccccc34)C1=CCC(C)(C)C2	2
COC(=O)[C@]12C[C@H](CC(=O)NCc3ccccc3)C(=O)N(CCc3ccc(OC)c(OC)c3)C1=C[C@H](C(C)(C)C)O[C@@H]2C	1
CC(C)CN1C(=O)C[C@@]2(C(=O)N(C)c3ccc(NC(=O)C(C)(C)C)cc32)C1c1ccccc1 (stereo partly drawn)	-3
CCN(CC)C(=O)c1ccc2c(c1)NC(=O)C(C)(C)O2	4
CNC(=O)CN(CCN(CCN(CC(=O)[O-])CC(=O)NC)CC(=O)[O-])CC(=O)[O-].O.[Gd+3]	4
O=C(NC1CCCCN(Cc2ccc(Cl)cc2)C1=O)c1ccc(Br)cc1 (stereo not drawn)	-2
COc1ccc(S[C@]2(C(=O)N3CCOCC3)CC(=O)N(c3ccccc3)[C@@H]2c2ccc(OC)cc2)cc1	-4
COc1cc(NC(=O)C2CCCN(S(=O)(=O)c3ccc(C)cc3)C2)cc(OC)c1 (stereo not drawn)	-1
Cc1nc2ccc(S(=O)(=O)NCC(=O)NCc3ccc(F)cc3)cc2s1	-1
CO[C@@H]1CN(C)C(=O)c2cc(NC(=O)NC3CCCCC3)ccc2OC[C@@H](C)N(CCc2ccccc2)C[C@@H]1C	0
COc1cccc(C(C(=O)NCc2ccccc2)N2CCN(c3ccccc3F)CC2)c1OC (stereo not drawn)	-3
CN1C2=N[C@H](c3cccc(C(F)(F)F)c3)CC(=O)N2/C(=C\c2ccccc2)[C@H]1c1ccccc1	1
O=C(OC12CCCN(C1)/C(=C/c1cccc(Cl)c1)C2)c1cccc(F)c1 (stereo not drawn)	-5
COC(=O)C1CN(Cc2cn(Cc3ccc(Cl)cc3)nn2)CCS(=O)(=O)N1Cc1ccc(OC)cc1 (stereo not drawn)	-3
O=C(CSc1nnc(-c2ccccn2)n1-c1ccccc1)Nc1ccc2cn[nH]c2c1	0
COC(=O)C1CN(Cc2cn(Cc3ccc(OC)cc3)nn2)CCS(=O)(=O)N1Cc1ccc(F)cc1 (stereo not drawn)	1
O=C1CCC[C@H]2C[C@H](NCc3cccnc3)CC[C@]23CCCN13	4
O=C(OCc1cn(Cc2cccc(F)c2F)nn1)N1CCOCC1	36
O=C(CCn1nnc2ccccc21)N1CCN(Cc2ccc3c(c2)OCO3)CC1	1

# (continued)
structure	PI4K2A inh
CCCCCNC(=O)C(CCc1ccccc1)n1c(=O)c(-c2cc3ccccc3[nH]2)nc2ccccc21 (stereo not drawn)	3
COC(=O)C[C@H]1CC[C@H]2[C@H](COc3ccc(NC(=O)c4cccs4)cc3C(=O)N2C)O1	6
O=C(COC(=O)c1ccc(Sc2ncn[nH]2)c([N+](=O)[O-])c1)Nc1cccc(Cl)c1F	0
O=C(NCc1ccccc1)OCCCN1C(=O)CCC12CCCCC2	3
CCCC[C@H](C(=O)N(CC)c1ccccc1)[C@@H](O)c1ccc(Cl)cc1	4
COCC(=O)N1CC[C@H]2[C@@H]1c1cc(-c3cccc(OC)c3)ccc1N(C)[C@H]2CO	-3
CCCCCc1ccc(NC(=O)OCCCN2CCC3(CCC(c4ccccc4)CC3)C2=O)cc1 (stereo not drawn)	-1
Cc1cccc(NC(=O)CN2C(=O)CCSc3ccccc32)c1C	-3
COc1ccc(-n2nnnc2C2(C)CCC(=O)N2Cc2ccccc2)cc1 (stereo not drawn)	6
O=C(Nc1ccc(Br)cc1)OC1CC2CC1[C@H]1CCCCN1C2 (stereo partly drawn)	1
COc1cc(/C=C/C(N)=O)cc(OC)c1OC	-1
Cc1ccc(-n2c(SCC(=O)Nc3ccc(OCc4ccccc4)cc3)nnc2-c2cnccn2)cc1	-5
O=C(OC12CCCN(C1)/C(=C/c1ccc(Cl)cc1)C2)c1ccco1 (stereo not drawn)	-2
COc1ccc(C(=O)C2(C(=O)NC3CCCC3)CC(c3ccccc3C(F)(F)F)=NO2)cc1 (stereo not drawn)	-1
CCCNC(=O)N[C@H]1CC[C@@H](CCn2cc(-c3cccc(F)c3)nn2)O[C@@H]1CO	-4
O=C(Nc1c(-c2ccc(F)c(F)c2)nc2ncccn12)C1CC1	-5
S=C(Nc1ccc(Br)cc1)OCCN1CCCC12CCC(c1ccccc1)CC2 (stereo not drawn)	-2
N#CCC[C@H]1CC[C@]2(CCCN(Cc3ccc(Br)cc3)C2)O1	-3
COC(=O)C[C@@H]1CC[C@H]2[C@H](COc3ccc(NC(=O)c4ccc(OC)cc4)cc3C(=O)N2C)O1	-1
CO[C@H]1CN(C)C(=O)c2cc(NC(=O)c3cc(C)on3)ccc2OC[C@@H](C)N(C(=O)C2CC2)C[C@H]1C	-3
COc1ccccc1-c1cn(CC[C@H]2CC[C@@H](NS(=O)(=O)c3ccccc3C)[C@@H](CO)O2)nn1	-2
COC1=C[C@H](C(=O)NCCNC(C)=O)[C@H](C)[C@@H](c2ccccc2)CC1=O	-5
N/C(=N\C(=O)OCc1ccccc1)N(Cc1ccccc1)C(C#CC1=CCCCC1)Cc1ccccc1 (stereo not drawn)	-6
CCn1c(COc2ccc(C)cc2)nnc1SCC(=O)Nc1ccc(C(=O)OC)cc1	-3
COc1ccc(Cn2cc(CN3[C@@H](C)COc4cc(Br)ccc4S3(=O)=O)nn2)cc1	3
C[C@@H]1CCN(C2CC2)S(=O)(=O)c2ccc(N3CCC[C@H]3CO)cc2O1	-2
COc1ccc(OC)c(CN2C(=O)CN(S(C)(=O)=O)CC2(C)C(=O)NC(C)C)c1 (stereo not drawn)	0
Cc1ccc(-n2c(Cc3cccs3)nnc2SCC(=O)Nc2ccc(OCc3ccccc3)cc2)cc1	-1
COC(=O)C[C@@H]1CC[C@@H]2[C@@H](COc3ccc(NC(=O)Nc4ccc(F)cc4)cc3C(=O)N2C)O1	4
CN1CCCN(C(=O)CSc2nnc(-c3cccnc3)n2C2CCCCC2)CC1	-4

# (further entries)
structure	PI4K2A inh
COc1cccc(-c2ccc(CC[C@H]3O[C@H]4CC[C@@H](CO)O[C@H]4C[C@H]3NC(=O)c3cnccn3)cc2)c1	4
O=C(CSc1nnc(-c2ccccn2)n1-c1ccc(Cl)cc1)Nc1ccc2c(c1)OCCO2	-3
COC(=O)[C@@]12C[C@@H](CC(=O)NCc3ccc(OC)c(OC)c3)C(=O)N(Cc3cccc4ccccc34)C1=CCC(C)(C)C2	9
COC(=O)[C@]12C[C@H](CC(=O)NCc3cccc(C(F)(F)F)c3)C(=O)N(Cc3cccc4ccccc34)C1=C[C@H](COCc1ccccc1)O[C@@H]2C	-1
CC(c1c[nH]c2ccccc12)c1cn(C)c2ccccc12 (stereo not drawn)	1
COCCN1C(=O)C2=C(C1=O)C1N(C)c3ccccc3[C@@]13C[C@@H](CO)N(C(=O)CCC(=O)OC)C3=N2 (stereo partly drawn)	-1
COCC(=O)N1CCC(C(=O)NC2CCCc3ccccc32)CC1 (stereo not drawn)	5
CN(N=O)C(=O)N[C@@H]1[C@@H](O)[C@H](O)[C@@H](CO)O[C@@H]1O	-1
CCN(CC)CC(=O)OCC(=O)[C@@]1(O)CC[C@H]2[C@@H]3CCC4=CC(=O)CC[C@]4(C)[C@H]3[C@@H](O)C[C@@]21C	1
Cc1cn([C@H]2C[C@H](F)[C@@H](CO)O2)c(=O)[nH]c1=O	-2
COc1cc(NC(=O)c2cnn3c(C)cc(C)nc23)cc(OC)c1OC	1
COC(=O)[C@]12C[C@H](CC(=O)N3CCSCC3)C(=O)N(Cc3ccc4c(c3)OCO4)C1=C[C@H](C(C)C)O[C@@H]2C1CC1	-2
c1ccc(C[C@H]2COc3c4ccccc4nn32)cc1	-4
COC(=O)C[C@@H]1CC[C@H](NC(=O)Nc2ccc(OC)cc2)[C@@H](CO)O1	0
CCCCc1cccc2[nH]cc(C)c12	2
Cc1nn(CCC(=O)NNC(=O)Nc2ccc(F)cc2)c(C)c1[N+](=O)[O-]	4
Cc1ccc(S(=O)(=O)N2[C@H](CC(=O)Oc3ccccc3)OC[C@@H]2C(C)C)cc1	5
COC(=O)[C@]12CCCCC=C1N(Cc1ccc3c(c1)OCO3)C(=O)[C@H](CC(=O)NCc1ccccc1)C2	1
CO[C@@]1(NC(=O)C(C(=O)O)c2ccc(O)cc2)C(=O)N2C(C(=O)O)=C(CSc3nnnn3C)CO[C@@H]21 (stereo partly drawn)	-2
O=C(OCc1cn(Cc2cccc(Cl)c2)nn1)N1CCCC1	-1
CCCC1CCC2(CCCN2CCOC(=S)Nc2cccc(Cl)c2)CC1 (stereo not drawn)	0
FC(F)(F)c1cccc(Cn2ccc3ccc(-c4ccc5ccn(Cc6ccccc6)c5c4)cc32)c1	2
O=C(NCC(c1ccccc1)c1ccccc1)[C@H](Cc1c[nH]c2ccccc12)NC1(C(=O)NC2CCCCC2)CCCC1	-2
Cc1ccc(-c2cccc3[nH]cc(C)c23)s1	0
CCCCNC(=O)C[C@H]1C[C@@]2(C(=O)OC)C(=C[C@H](C(C)(C)C)O[C@@H]2C)N(Cc2ccc(Cl)cc2Cl)C1=O	5
Cc1ccc(S(=O)(=O)N[C@H](CNCc2ccccc2)C(C)C)cc1	-5
C#CCNC(=O)C[C@@H]1C(=O)N(CC=C)/C2=C/CCCCC[C@]21C(=O)OCC	-1
CO[C@H]1CN(C)C(=O)c2ccc(NS(=O)(=O)c3ccccc3F)cc2OC[C@H](C)NC[C@@H]1C	-5
CCOC(=O)C1=CCN(S(=O)(=O)c2ccccc2C)C1c1cccc(Cl)c1 (stereo not drawn)	-1
CCOC(=O)[C@@]12CCCC3=C1N(CCC3)C(=O)[C@H]2CC(=O)NCC12CC3CC(CC(C3)C1)C2	-1

# Two entries from above, reformatted.
> COC(=O)[C@@]12C[C@@H](CC(=O)NCc3ccc(OC)c(OC)c3)C(=O)N(Cc3cccc4ccccc34)C1=CCC(C)(C)C2
  PI4K2A inh = 9

> COC(=O)[C@]12C[C@H](CC(=O)NCc3cccc(C(F)(F)F)c3)C(=O)N(Cc3cccc4ccccc34)C1=C[C@H](COCc1ccccc1)O[C@@H]2C
  PI4K2A inh = -1

# (continued)
structure	PI4K2A inh
COc1ccc(-n2c(SCC(=O)Nc3ccccc3-c3ccccc3)nnc2-c2ccco2)cc1	1
CCn1c2ccccc2c2cc(NC(=O)COC(=O)c3cccc(OC)c3)ccc21	1
O=C(Nc1ccc(F)cc1)OCc1cn(Cc2cc(F)cc(F)c2)nn1	6
CC(=O)CC[C@H]1CC[C@]2(CCCN(C(=O)c3ccco3)C2)O1	0
O=C(C(=O)N1CCN(c2ccccc2)CC1)c1ccccc1	7
CCCCCCCCCCCCCCCCCCN(C)C	0
COC[C@H]1CCCN1c1cccc2c1S(=O)(=O)N1CC[C@@H](C1)O2	-2
CCCC1CCC2(CC1)CCC2OC(=S)Nc1ccccc1C(F)(F)F (stereo not drawn)	-3
COC(=O)[C@@]12C[C@@H](CC(=O)NCc3cccs3)C(=O)N(Cc3cccc4ccccc34)C1=CCC(C)(C)C2	-4
O=C(N[C@@H](Cc1ccccc1)C(=O)N1CCC2CCN(S(=O)(=O)c3ccccc3)CC21)[C@@H]1CCCN1 (stereo partly drawn)	-3
COC(=O)[C@@]12C[C@@H](CC(=O)N3CCN(C(=O)C4CC4)CC3)C(=O)N(Cc3ccco3)C1=CCC(C)(C)C2	-2
CC1CCC2(CC1)CCN(CCCOC(=O)NCc1ccc(Cl)cc1)C2=O (stereo not drawn)	0
CC1(C)OC[C@@H]2O[C@@]3(C(=O)O)OC(C)(C)O[C@H]3[C@@H]2O1	1

# 5 compounds out of the list above, arranged by their value in PI4K2A inh, low to high.
molecule	PI4K2A inh
O=C(N[C@@H](Cc1ccccc1)C(=O)N1CCC2CCN(S(=O)(=O)c3ccccc3)CC21)[C@@H]1CCCN1 (stereo partly drawn)	-3
COC[C@H]1CCCN1c1cccc2c1S(=O)(=O)N1CC[C@@H](C1)O2	-2
CC1CCC2(CC1)CCN(CCCOC(=O)NCc1ccc(Cl)cc1)C2=O (stereo not drawn)	0
COc1ccc(-n2c(SCC(=O)Nc3ccccc3-c3ccccc3)nnc2-c2ccco2)cc1	1
O=C(Nc1ccc(F)cc1)OCc1cn(Cc2cc(F)cc(F)c2)nn1	6
